IDH1 mut inh: blocks human IDH1 R132H reductase activity. diaphorase/resazurin fluorescence, 60 min. inhibition, % at 10 µM. actives 0.18% (n = 70,000). AID 624101; in the data active = inhibition above about 34%; inconclusive = no clear call, values can overlap the other calls; inactive = below about 11%;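 note: 0% = DMSO and 100% = no enzyme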
Target sequence (O75874 whole entry R132H): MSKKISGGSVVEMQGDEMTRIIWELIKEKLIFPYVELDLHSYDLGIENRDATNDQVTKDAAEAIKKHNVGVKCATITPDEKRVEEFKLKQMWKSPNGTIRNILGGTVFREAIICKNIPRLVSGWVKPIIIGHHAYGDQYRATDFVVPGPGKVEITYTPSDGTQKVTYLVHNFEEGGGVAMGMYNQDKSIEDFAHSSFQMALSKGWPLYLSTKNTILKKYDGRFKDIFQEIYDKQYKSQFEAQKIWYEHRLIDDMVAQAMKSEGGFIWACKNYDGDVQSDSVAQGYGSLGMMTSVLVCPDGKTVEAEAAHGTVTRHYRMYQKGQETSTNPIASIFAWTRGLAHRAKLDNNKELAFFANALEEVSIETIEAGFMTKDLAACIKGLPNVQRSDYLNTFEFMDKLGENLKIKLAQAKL
PRC2 inh: EZH2 (human) methyltransferase inhibition; PRC2 H3K27 methylation, DELFIA TRF, 1 h; inhibition, % at 12.5 µM; actives 0.35% (n = 57,000); AID 651548;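 active = mean inhibition of replicates at least 50% and every single replicate also reaching 50%; inconclusive = mean inhibition at least 50% but some replicate falls below 50%; inactive = mean inhibition under 50%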;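 note: dimethyl H3K27 on biotinylated H3 21-44 peptide detected by antibody; plate controls were median neutral control wells for no effect and median positive control wells for full effect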
The depositor's hits bear a star; u = inconclusive; x = not tested or not shown; & = joins results of further samples. These rows are one share of the data; the hit share may differ from the screen's.

| SMILES | IDH1 mut inh | PRC2 inh |
| --- | --- | --- |
| CNC[C@H]1OCCCC[C@H](C)Oc2ccc(NC(=O)NC(C)C)cc2C(=O)N([C@H](C)CO)C[C@@H]1C | 2.1 | -4 |
| C[C@H](CO)N1C[C@H](C)[C@H](CN(C)C(=O)Nc2cccc3ccccc23)Oc2ccc(NS(=O)(=O)c3cn(C)cn3)cc2C1=O | -1.5 | x |
| CCCCc1cn(C[C@H](Cc2ccccc2)NC(=O)N[C@H](CO)CCc2oc(C(C)=O)c(C(=O)OC)c2C(=O)OC)nn1 | x | 9 |
| CC(=O)c1cccc(NC(=O)CSc2ncnc3sc(C)c(C)c23)c1 | 0.5 | -9 |
| CO[C@@H]1CN(C)C(=O)c2cc(NC(C)=O)ccc2OC[C@@H](C)N(C(=O)c2cccnc2)C[C@H]1C | 0.1 | 2 |
| CC(C)c1ccccc1NC(=O)CN(C)S(=O)(=O)c1ccc(Br)cc1 | -0.5 | -2 |
| Cc1ccc(S(=O)(=O)NCC[C@H]2CC[C@H](NC(=O)CCN3CCCCC3)[C@@H](CO)O2)cc1 | -0.3 | -10 |
| C[C@@H]1CN([C@H](C)CO)S(=O)(=O)c2ccc(-c3ccc(F)cc3)cc2O[C@H]1CN(C)C(=O)Nc1ccc(F)cc1 | x | -11 |
| CCCN(C)C[C@H]1OCc2cnnn2CCCC(=O)N([C@@H](C)CO)C[C@H]1C | -0.9 | x |
| O=C(C[C@@H]1C[C@H]2c3cc(NC(=O)C4CCC4)ccc3O[C@H]2[C@@H](CO)O1)NCCc1ccccc1 | -0.1 | -6 |
| CC(C)=CCc1cc(O)ccc1O[C@@H]1O[C@H](CO)[C@@H](O)[C@H](O)[C@H]1O | 0.2 | x |
| C[C@H]1CN([C@@H](C)CO)S(=O)(=O)c2ccc(C#Cc3ccccc3)cc2O[C@@H]1CN(C)S(=O)(=O)c1ccccc1F | 0.2 | x |
| COc1ccccc1C#Cc1ccc2c(c1)O[C@H](CN(C)Cc1ccccc1)[C@@H](C)CN([C@@H](C)CO)S2(=O)=O | 0.1 | x |
| CC(=O)Nc1ccc(NC(=O)Cn2cc([N+](=O)[O-])cn2)cc1 | -0.2 | 21 |
| Cc1noc(C)c1NC(=O)Nc1ccc2c(c1)CC(=O)N([C@H](C)CO)C[C@@H](C)[C@@H](CN(C)Cc1ccc(C(=O)Nc3ccccc3N)cc1)O2 | 3.1 | -15 |
| Cc1ccc(S(=O)(=O)NCc2ccccc2)cc1 | -2.0 | 10 |
| C[C@@H]1CN([C@@H](C)CO)C(=O)c2cc(-c3ccncc3)cnc2O[C@@H]1CN(C)S(=O)(=O)c1ccc(F)cc1 | 4.3 | 8 |
| C[C@H]1CN([C@@H](C)CO)C(=O)c2cc(NS(=O)(=O)c3cn(C)cn3)ccc2O[C@@H]1CN(C)CC1CC1 | 2.7 | -6 |
| CCOc1cccc(/C=N/NC(=O)c2ccccn2)c1OCC | 0.2 | 17 |
| C[C@H]1CN([C@@H](C)CO)C(=O)c2cccc(NS(=O)(=O)c3ccc(F)cc3)c2O[C@@H]1CN(C)CC1CCCCC1 | x | 0 |
| C[C@@H]1CN([C@H](C)CO)C(=O)c2cc(NS(=O)(=O)c3cccs3)ccc2O[C@H]1CN(C)Cc1ccc2c(c1)OCO2 | -0.4 | x |
| C[C@H]1CN([C@@H](C)CO)C(=O)c2cc(NC(=O)CCC(F)(F)F)ccc2O[C@H]1CN(C)Cc1ccncc1 | 0.9 | 0 |
| C[C@@H]1CN([C@H](C)CO)C(=O)c2ccccc2-c2ccccc2CO[C@@H]1CN(C)S(=O)(=O)c1cccs1 | -5.8 | 8 |
| Cc1c(Cl)cccc1NC(=O)Cn1cc(C(=O)c2ccccc2)c2ccccc21 | -0.4 | -3 |
| Cc1ccc(OCC(=O)Nc2cc(Cl)ccc2C(=O)O)c(C)c1 | 4.2 | 11 |
| Cc1nc2c(O)cccc2c(=O)[nH]1 | 0.5 | 3 |
| O=C(C[C@@H]1CC[C@H](NS(=O)(=O)c2ccccc2)[C@@H](CO)O1)NCc1ccncn1 | 1.5 | -17 |
| COc1ccc(C#Cc2ccc3c(c2)[C@]2(C(=O)N3)[C@H](C(=O)Nc3nc4ccccc4s3)[C@H]3C(=O)O[C@H](c4ccccc4)[C@H](c4ccccc4)N3[C@@H]2c2ccccc2OCCO)cc1 | 0.3 | 5 |
| Cc1ccc(NC(=O)COc2ccc(Cl)cc2C)c([N+](=O)[O-])c1 | -0.1 | 8 |
| O=C(NC1CCCC1)N[C@H]1C=C[C@@H](CC(=O)N2CCOCC2)O[C@@H]1CO | -0.1 | -5 |

One compound at a time, from the list above. Values in the order: IDH1 mut inh	PRC2 inh
`CCCN(C)C[C@H]1OCc2cnnn2CCCC(=O)N([C@@H](C)CO)C[C@H]1C` reads -0.9	x
`O=C(C[C@@H]1C[C@H]2c3cc(NC(=O)C4CCC4)ccc3O[C@H]2[C@@H](CO)O1)NCCc1ccccc1` reads -0.1	-6
`C[C@H]1CN([C@@H](C)CO)C(=O)c2cc(NC(=O)CCC(F)(F)F)ccc2O[C@H]1CN(C)Cc1ccncc1` reads 0.9	0

Returning to the listing; the 2 compounds before the break are reprinted first.
| SMILES | IDH1 mut inh | PRC2 inh |
| --- | --- | --- |
| Cc1ccc(NC(=O)COc2ccc(Cl)cc2C)c([N+](=O)[O-])c1 | -0.1 | 8 |
| O=C(NC1CCCC1)N[C@H]1C=C[C@@H](CC(=O)N2CCOCC2)O[C@@H]1CO | -0.1 | -5 |
| C[C@@H]1CN([C@H](C)CO)C(=O)c2cccc(NC(=O)c3ccc(-c4nccs4)cc3)c2O[C@@H]1CN(C)C(=O)Nc1ccc2c(c1)OCO2 | 0.5 | x |
| C[C@@H]1CCCCO[C@@H](CN(C)C(=O)Nc2cccc3ccccc23)[C@H](C)CN([C@H](C)CO)C(=O)c2cc(NS(=O)(=O)c3ccc(F)cc3)ccc2O1 | 2.3 | x |
| COc1ccc(Cl)cc1-n1c(Cn2ncc3ccccc3c2=O)n[nH]c1=S | 5.8 | -11 |
| C[C@H](CO)N1C[C@H](C)[C@H](CN(C)Cc2ccncc2)Oc2ccc(NC(=O)Nc3ccc(F)cc3)cc2CC1=O | 3.1 | 5 |
| C[C@@H]1CCCCO[C@@H](CN(C)Cc2ccc(C(F)(F)F)cc2)[C@H](C)CN([C@@H](C)CO)C(=O)c2cc(NC(=O)Cc3ccccc3)ccc2O1 | 1.4 | x |
| CCCN1C[C@H](C)[C@H](OC)CN(C)C(=O)c2cc(NS(=O)(=O)CC)ccc2OC[C@@H]1C | 0.1 | 2 |
| C=CCNc1nc(N)c(C(=O)Nc2cc(C)on2)s1 | 2.2 | x |
| CCCCN1C(=O)C(O)(CC(=O)c2ccccn2)c2ccccc21 (stereo not drawn) | 1.8 | x |
| C[C@H]1CN([C@@H](C)CO)C(=O)c2cc(-c3ccncc3)cnc2O[C@H]1CN(C)Cc1ccc(F)cc1 | 0.5 | -8 |
| O=C(N[C@@H]1CC[C@H](CCNS(=O)(=O)c2ccccc2)O[C@H]1CO)c1cccnc1 | 0.0 | 1 |
| NC(=O)CSc1nnc(-c2ccncc2)n1-c1cccc(C(F)(F)F)c1 | 2.7 | -15 |
| CN(C)c1cccc(N2C(=S)SC3CS(=O)(=O)CC32)c1 (stereo not drawn) | 0.7 | 5 |
| Cc1cc(OCC(=O)NCc2cccnc2)c(C)cc1Br | 15 | 5 |
| C[C@H](CO)N1C[C@H](C)[C@H](CN(C)Cc2ccncc2)Oc2ncccc2C1=O | u | 25 |
| COc1cc(Br)c(/C=N/NC(=O)c2cccc(C(=O)NO)c2)cc1OC | -0.3 | -21 |
| COc1ccc(S(=O)(=O)Nc2ccc3c(c2)C(=O)N([C@@H](C)CO)C[C@H](C)[C@H](CN(C)Cc2ccc(C(=O)Nc4ccccc4N)cc2)O3)cc1 | 0.2 | -14 |
| CO[C@@H](CN(C)C(=O)c1ccc2c(c1)OCO2)[C@@H](C)CN([C@@H](C)CO)S(=O)(=O)c1ccccc1 | -0.8 | -6 |
| CNC[C@H]1Oc2ccc(NS(=O)(=O)c3ccc(F)cc3)cc2CC(=O)N([C@@H](C)CO)C[C@@H]1C | 3.3 | x |
| C[C@@H]1CN([C@@H](C)CO)C(=O)c2cccc(NC(=O)Nc3ccc(C(F)(F)F)cc3)c2O[C@H]1CN(C)C(=O)Nc1cccc2ccccc12 | 0.6 | x |
| C[C@H]1CN([C@@H](C)CO)C(=O)Cc2cc(NC(=O)c3ccncc3)ccc2O[C@@H]1CN(C)Cc1ccccc1 | 0.3 | 4 |
| CO[C@@H]1CN(C)C(=O)c2ccc(NC(=O)NC(C)C)cc2OC[C@H](C)N(Cc2ccc(-c3ccccn3)cc2)C[C@H]1C | -0.1 | -1 |
| C[C@H](CO)N1C[C@H](C)[C@@H](CN(C)C(=O)Cc2ccccn2)Oc2ncc(C#CC3CCCCC3)cc2C1=O | -2.7 | -16 |
| COC(=O)C[C@H]1C[C@@H]2c3cc(NC(=O)Nc4ccc(OC)cc4)ccc3O[C@@H]2[C@@H](CO)O1 | 3.3 | 20 |
| Cc1noc(C)c1S(=O)(=O)Nc1ccc2c(c1)C(=O)N([C@@H](C)CO)C[C@@H](C)[C@H](CN(C)Cc1ccccc1)OCCCC[C@@H](C)O2 | 3.7 | x |
| CO[C@@H]1CN(C)C(=O)c2ccc(NC(=O)C3CCOCC3)cc2OC[C@@H](C)N(C(=O)c2ccccc2)C[C@@H]1C | 0.3 | 3 |
| C[C@@H]1CN([C@@H](C)CO)C(=O)c2cc(NC(=O)CCCN(C)C)ccc2O[C@H]1CN(C)C | 5.7 | x |
| COc1ccc(CN(C)C[C@H]2OCCCC[C@@H](C)Oc3ccc(NS(C)(=O)=O)cc3C(=O)N([C@@H](C)CO)C[C@@H]2C)cc1 | x | 3 |
| C[C@@H]1CCCCO[C@H](CN(C)Cc2ccc(C(F)(F)F)cc2)[C@H](C)CN([C@@H](C)CO)C(=O)c2cc(NS(=O)(=O)c3ccc(Cl)cc3)ccc2O1 | -1.4 | x |
| Cc1ccc(NC(=O)CN(c2ccc(C)c(Cl)c2)S(C)(=O)=O)c(C)c1 | 0.2 | -8 |
| CNC[C@@H]1Oc2cc(C#Cc3ccc(OC)cc3)ccc2S(=O)(=O)N([C@@H](C)CO)C[C@H]1C | -3.8 | -38 |
| O=C(C[C@H]1C[C@@H]2c3cc(NC(=O)C4CCOCC4)ccc3O[C@@H]2[C@@H](CO)O1)NCc1ccc(Oc2ccccc2)cc1 | 0.1 | -1 |
| C[C@@H]1CN([C@H](C)CO)C(=O)c2cc(C#Cc3ccccc3F)cnc2O[C@@H]1CN(C)C(=O)Cc1ccncc1 | -3.0 | -15 |
| CNC[C@@H]1Oc2cc(Br)ccc2S(=O)(=O)N([C@@H](C)CO)C[C@H]1C | 1.5&-0.5 | -8&10 |
| CNC[C@H]1Oc2c(NC(=O)c3nc4ccccc4s3)cccc2C(=O)N([C@H](C)CO)C[C@H]1C | -0.7 | 7 |
| Cc1nc2ccccc2nc1OCC(=O)c1ccc(Cl)cc1 | 1.4 | x |
| C[C@@H]1CCCCO[C@@H](CN(C)C(=O)C2CCCCC2)[C@@H](C)CN([C@@H](C)CO)C(=O)c2cc(NS(=O)(=O)c3cccs3)ccc2O1 | 3.0 | x |
| C[C@@H]1CN([C@@H](C)CO)S(=O)(=O)c2ccc(Br)cc2O[C@H]1CN(C)S(=O)(=O)c1ccccc1 | -0.6 | -1 |
| C[C@H]1CN([C@@H](C)CO)C(=O)c2cccc(NC(=O)Nc3ccc4c(c3)OCO4)c2O[C@H]1CN(C)CC1CCCCC1 | x | -4 |
| COc1ccc(NC(=O)N(C)C[C@@H]2Oc3ccc(NC(=O)Cc4ccccc4)cc3C(=O)N([C@@H](C)CO)C[C@H]2C)cc1 | x | 3 |
| COCC(=O)Nc1ccc2c(c1)C(=O)N(C)C[C@@H](OC)[C@H](C)CN(Cc1ccccc1F)[C@@H](C)CO2 | 0.3 | -1 |
| Cc1noc(C)c1S(=O)(=O)N(C)C[C@@H]1Oc2ccc(NC(=O)Cc3cn(C)c4ccccc34)cc2CC(=O)N([C@H](C)CO)C[C@@H]1C | -13 | x |
| Cc1ccc(S(=O)(=O)N(C)C[C@@H]2Oc3cc(C#CC4CCCC4)ccc3S(=O)(=O)N([C@@H](C)CO)C[C@H]2C)cc1 | -0.4 | -9 |
| N#Cc1c(C(F)(F)F)cc(-c2ccco2)nc1SCC(=O)Nc1cccc(C(F)(F)F)c1 | 0.3 | 5 |
| C[C@@H]1CN([C@@H](C)CO)C(=O)c2cccc(NS(=O)(=O)c3ccc(Cl)cc3)c2O[C@H]1CN(C)C(=O)Nc1ccc2c(c1)OCO2 | 1.7 | x |
| C[C@H]1CN([C@@H](C)CO)C(=O)c2cccc(NC(=O)c3cnccn3)c2O[C@H]1CN(C)S(=O)(=O)c1cn(C)cn1 | 0.5 | x |
| C[C@H](CO)N1C[C@H](C)[C@@H](CN(C)C)OCCCC[C@H](C)Oc2ccc(NS(C)(=O)=O)cc2C1=O | -1.5 | 0 |
| Cc1noc(C)c1NC(=O)N(C)C[C@H]1Oc2ccc(NS(=O)(=O)c3c(C)noc3C)cc2C(=O)N([C@H](C)CO)C[C@H]1C | -0.2 | x |
| COCC#Cc1cnc2c(c1)C(=O)N([C@@H](C)CO)C[C@@H](C)[C@H](CN(C)Cc1ccc(F)cc1)O2 | -1.2 | 15 |
| C[C@@H]1CN([C@H](C)CO)C(=O)c2cc(NS(C)(=O)=O)ccc2O[C@@H](C)CCCCO[C@H]1CN(C)Cc1ccncc1 | 2.1 | -3 |
| CC1(C)C[C@H]2C[C@H]3C(Br)=CC2(CO1)C(=O)[C@]31CO1 | x | -9 |
| C[C@@H](NC(=O)C[C@H]1C=C[C@H](NC(=O)Cc2ccccn2)[C@H](CO)O1)c1ccccc1 | 0.1 | 8 |
| Cc1cc2oc(=O)cc(CN(C)Cc3ccccc3)c2cc1C(C)C | 3.5 | 50* |
